PI4K2A inh: qHTS for small molecular inhibitors of PI4K2A. Phosphatidylinositol 4-kinase type 2-alpha (Homo sapiens), Q9BTU6. 420,000 tested, 0.13% active. purified PI4K2A, ADP-Glo luminescence, 1 h; hits give low values. activity change, negative = inhibition, % at 76.9 µM. AID 1346378, 2018; in the data active means activity change below about -50%; inconclusive means mostly about -30% to -49%;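 further: -100% = wells without enzyme as full effect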
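PI4K2A activity was measured by ADP-Glo luminescence: enzyme (4 ug/mL stock) and phosphatidylinositol (1.2 mM stock) in Tris pH 7.5/MgCl2/EGTA/Triton X-100 buffer were reacted with ATP (300 microM stock) for one hour at ambient temperature.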
PGK inhibitor: qHTS Assay to Find Inhibitors of Phosphoglycerate Kinase | PGK/GAPDH coupled, Kinase-Glo luminescence, 60 min | Potency, µM (doses to about 57.5 µM), inactives show at the highest dose activity change, negative = inhibition, most hits filed as inhibitors | 380,000 tested, 0.043% active | AID 602233, 2012; further: potency means the concentration at half of the fitted maximal effect; on the % scale 0 is the no-effect control and ±100 the full control effect; nearly all actives have a fitted effect of over 60% in size
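Luminescent ATP detection (Kinase-Glo Plus) follows a 60-minute room-temperature incubation, with wells lacking PGK as controls. Buffer: 100 mM TEA (pH 7.6), 5 mM MgCl2, 0.01% Tween-20. Coupling enzyme GAPDH (100 nM final) supplies unstable 1,3-BPG in-well.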
HP1b binding inh: HTS for Inhibitors of HP1-beta Chromodomain Interactions with Methylated Histone Tails | Chromobox protein homolog 1 (Homo sapiens), P83916 | AlphaScreen HP1-beta / biotin-H3K9me3 peptide binding | Potency, µM (highest dose often 114 µM), for the others: top-dose activity change, negative = inhibition, most hits filed as inhibitors | 390,000 tested, 0.56% active; further: potency means the concentration at half of the fitted maximal effect; nearly all actives have a fitted effect of over 70% in size; inactives centre near 23
Target sequence (P83916 whole entry, looked up): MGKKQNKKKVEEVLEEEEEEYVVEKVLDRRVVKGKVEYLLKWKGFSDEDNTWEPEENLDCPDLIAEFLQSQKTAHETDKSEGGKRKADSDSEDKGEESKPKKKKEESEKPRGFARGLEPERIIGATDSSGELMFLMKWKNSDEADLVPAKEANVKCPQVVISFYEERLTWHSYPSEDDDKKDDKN
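AlphaScreen: HP1-beta (50 nM) preformed 30 min with biotin-H3(1-18)K9me3 peptide (50 nM) in PBS pH 7.4, 0.01% Tween-20. Compound added for 30 min at RT, then streptavidin donor/nickel chelate acceptor beads (10 ug/mL) for 30 min.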
JMJD2A Tudor: qHTS Assay for Inhibitors of JMJD2A-Tudor Domain; Lysine-specific demethylase 4A (Homo sapiens), O75164; AlphaScreen JMJD2A-Tudor / H3K4me3 peptide binding; Potency, µM (titrated, usually from 114 µM), inactives show top-dose activity change, negative = inhibition, actives largely listed as inhibitors; 390,000 tested, 4.4% active; AID 504339, 2011; further: potency means the concentration at half of the fitted maximal effect; on the % scale 0 is the no-effect control and ±100 the full control effect; nearly all actives have a fitted effect of over 50% in size
G9a block: qHTS Assay for Inhibitors of Histone Lysine Methyltransferase G9a; Potency, µM (highest dose often 102 µM), inactives show at the top dose activity, negative = inhibition, most hits filed as inhibitors; G9a H3K9 monomethylation, AlphaScreen, 2 h; Histone-lysine N-methyltransferase EHMT2 (Homo sapiens), Q96KQ7; 350,000 tested, 8.8% active; further: potency means the concentration at half of the fitted maximal effect; on the % scale 0 is the no-effect control and ±100 the full control effect; nearly all actives have a fitted effect of over 75% in size
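Using a bead-based AlphaScreen, monomethylated H3K9 product from 2 h room-temperature reactions (G9a 20 nM, peptide 500 nM, SAM 20 uM) was detected with 0.5 ug/mL rabbit anti-H3K9me1 antibody.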
POLH inh: qHTS for Inhibitors of Polymerase Eta; DNA polymerase eta (Homo sapiens), Q9Y253; recombinant Pol eta, fluorescent DNA replication assay; Potency, µM (titrated, usually from 114 µM), for the others: at the highest dose activity change, negative = inhibition, actives largely listed as inhibitors; 390,000 tested, 1.2% active; AID 588591, 2011; further: potency means the concentration at half of the fitted maximal effect; on the % scale 0 is the no-effect control and ±100 the full control effect
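Pol eta (10 nM) was preincubated with compounds for 15 min at room temperature, after which fluorescent replication substrate (50 nM final) was added to start the reaction. Fluorescence was read kinetically at 0 and 10 min.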
Pin1 inhibitor: qHTS Assay to Find Inhibitors of Pin1; Pin1 FP peptide displacement, HiFluor488, 10 min; Peptidyl-prolyl cis-trans isomerase NIMA-interacting 1 (Homo sapiens), Q13526; 390,000 tested, 0.009% active; Potency, µM (doses to about 115 µM), without a hit: top-dose activity, negative = inhibition, actives largely listed as inhibitors; active means well fitted inhibition curve with a large enough effect in the polarisation, with a control signal flat, not every such curve was filed as active; inconclusive means small, poorly fitted or top-dose-only effect, or effect the other way, or a change in a side signal; inactive means no such curve, though single readings can be large or run the other way; the % refers to the polarisation; further: potency means the concentration at half of the fitted maximal effect; on the % scale 0 is the no-effect control and ±100 the full control effect
Target sequence (Q13526 whole entry, looked up): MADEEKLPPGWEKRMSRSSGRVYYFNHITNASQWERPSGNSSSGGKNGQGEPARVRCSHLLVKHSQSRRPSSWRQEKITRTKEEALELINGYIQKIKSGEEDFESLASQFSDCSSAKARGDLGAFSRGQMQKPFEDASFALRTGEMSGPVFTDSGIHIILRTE
GLS inh: qHTS for Inhibitors of Glutaminase (GLS) | Glutaminase kidney isoform, mitochondrial (Homo sapiens), O94925 | 410,000 tested, 0.21% active | GLS enzymatic activity, qHTS titration | AID 624170, 2012 | Potency, µM (titrated, usually from 45.5 µM), for inactives: at the highest dose activity change, negative = inhibition, hits mostly inhibitors; further: potency means the concentration at half of the fitted maximal effect; on the % scale 0 is the no-effect control and ±100 the full control effect
Target sequence (O94925 whole entry, looked up, canonical isoform): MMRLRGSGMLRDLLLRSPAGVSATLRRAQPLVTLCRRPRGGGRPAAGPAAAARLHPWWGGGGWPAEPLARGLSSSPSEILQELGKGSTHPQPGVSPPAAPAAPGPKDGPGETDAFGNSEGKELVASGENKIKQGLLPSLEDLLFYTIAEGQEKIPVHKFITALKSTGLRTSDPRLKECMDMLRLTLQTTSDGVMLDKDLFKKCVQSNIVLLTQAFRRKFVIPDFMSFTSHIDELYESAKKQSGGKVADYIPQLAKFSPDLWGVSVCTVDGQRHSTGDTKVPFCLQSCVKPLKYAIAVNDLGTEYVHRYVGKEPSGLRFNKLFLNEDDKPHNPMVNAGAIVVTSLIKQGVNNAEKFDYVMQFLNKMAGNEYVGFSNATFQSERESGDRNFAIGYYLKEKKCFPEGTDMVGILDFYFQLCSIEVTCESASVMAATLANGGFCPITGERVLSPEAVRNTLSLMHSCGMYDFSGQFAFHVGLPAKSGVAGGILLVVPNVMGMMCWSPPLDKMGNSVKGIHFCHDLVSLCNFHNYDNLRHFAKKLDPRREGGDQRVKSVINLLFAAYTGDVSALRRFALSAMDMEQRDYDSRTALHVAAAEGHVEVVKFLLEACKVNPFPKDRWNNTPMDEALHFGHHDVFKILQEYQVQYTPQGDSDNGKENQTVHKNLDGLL
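Enzyme dispensed in phosphate buffer (45 mM, pH 8.2, 0.02% Tween-20), compounds pinned in, then 1 mM L-glutamine solution and the glutamate oxidase–HRP–Amplex Red mix added; fluorescence read immediately and again after 30 min at room temperature.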
BAZ2B inh: qHTS Assay for Inhibitors of BAZ2B | 360,000 tested, 4.4% active | Potency, µM (titrated, usually from 114 µM), inactives show at the highest dose activity change, negative = inhibition, most hits filed as inhibitors | AlphaScreen BAZ2B-H3K14Ac peptide displacement | Bromodomain adjacent to zinc finger domain protein 2B (Homo sapiens), Q9UIF8; further: potency means the concentration at half of the fitted maximal effect; on the % scale 0 is the no-effect control and ±100 the full control effect; nearly all actives have a fitted effect of over 60% in size
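In this displacement format the biotinylated H3(5-23) peptide acetylated at Lys14 serves as ligand at 50 nM, with BAZ2B at 50 nM in PBS pH 7.4 containing 0.01% Tween-20. Donor and acceptor beads are 10 ug/mL final.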
The depositor's hits bear a star; i = inactive; ? = inconclusive; nt = no result given; [ ] = remark or other dose. Unless noted, the call rests on the fitted dose curve; in most records, active means well fitted curve in the direction sought with a large enough effect; inconclusive means small, poorly fitted or top-dose-only effect, or another doubt; inactive means no such curve, though single readings can be large; an effect the other way counts as inactive or inconclusive. Not all compounds are listed (hit frequency here may not be typical).

Start of the data: the first three entries (preview)
#	PI4K2A inh	POLH inh	Pin1 inhibitor	PGK inhibitor	G9a block	BAZ2B inh	HP1b binding inh	JMJD2A Tudor	GLS inh	smiles
1	-2	-17%	-1%	7%	14%[59 µM]	-5%	44%[activator]	3%	1%	C=CCOc1c2ccc(C(=O)N(CC)c3ccc(OC)cc3)cc2nn1C
2	-5	-16%	33%[activator]	-1%	0%[59 µM]	6%	36%	-17%	-2%	COc1cccc(NC(=O)c2ccc(-c3nc(COc4ccccc4)c(C)o3)cc2)c1
3	1	-20%	-8%	2%	53%[activator][59 µM]	74%[activator]	150%[activator]	93%[activator]	6%	CC1CCN(c2nc3ccccc3nc2C(F)(F)F)CC1

The listing (from the top)
#	PI4K2A inh	POLH inh	Pin1 inhibitor	PGK inhibitor	G9a block	BAZ2B inh	HP1b binding inh	JMJD2A Tudor	GLS inh	smiles
1	-2	-17%	-1%	7%	14%[59 µM]	-5%	44%[activator]	3%	1%	C=CCOc1c2ccc(C(=O)N(CC)c3ccc(OC)cc3)cc2nn1C
2	-5	-16%	33%[activator]	-1%	0%[59 µM]	6%	36%	-17%	-2%	COc1cccc(NC(=O)c2ccc(-c3nc(COc4ccccc4)c(C)o3)cc2)c1
3	1	-20%	-8%	2%	53%[activator][59 µM]	74%[activator]	150%[activator]	93%[activator]	6%	CC1CCN(c2nc3ccccc3nc2C(F)(F)F)CC1
4	-6	-3%	35%[activator]	-7%	?	-21%	17%	-21%	13%	Cc1c(C(=O)/C=C/N(C)C)nnn1-c1ccc(Cl)c(Cl)c1
5	1	-7%	-9%	-10%	-8%	-2%	13%	-4%	-3%	COc1cccc(CC(NC(C)=O)C(=O)NC2CCN(S(=O)(=O)c3ccc(NC(C)=O)cc3)CC2)c1OC (centres undefined)
6	-6	-14%	-5%	-5%	-9%	-25%	-10%	-21%	128%[activator]	COc1ccc(/C=C\c2nc(O)c([N+](=O)[O-])c(=O)[nH]2)cc1O
7	4	-11%	nt	-8%	nt	nt	nt	nt	-1%	CC(=O)Nc1cccc(NS(=O)(=O)c2ccc3c(c2)CCC(=O)N3)c1
8	-1	-19%	2%	-7%	15%[59 µM]	1%	12%	-9%	0%	Cc1ccc(C)c(NC(=O)C2CCCN(S(=O)(=O)c3cn(C)cn3)C2)c1 (centres undefined)
9	3	-9%	-8%	2%	40µM*	4%	29%	4%	8%	COc1ccc(NC(=O)COC(=O)c2ccccc2SCC(=O)N2CCCC2)cc1
10	-1	-18%	-6%	0%	-6%	12%	15%	-10%	7%	CCCCN1CC(C(=O)NCc2ccc(C)cc2)CC1=O (centres undefined)
11	3	-6%	1%	i	-11%[59 µM]	-24%	27%	-13%	2%	COc1cccc(C(=O)N(Cc2ccco2)c2ccccn2)c1
12	-1	5%	-11%	-1%	?	-6%	16%	-11%	-1%	CN(C)S(=O)(=O)c1ccc(Cl)c(C(=O)NCc2ccco2)c1
13	4	-10%	-3%	5%	nt	-23%	-25%	5µM*	3%	Cc1ccc(S(=O)(=O)N2CCOCC2)cc1NC(=O)CNC1CCCC1
14	8	-9%	22%	-2%	6%[59 µM]	6%	17%	0%	-7%	CC(=O)c1sc2c(c1C)c(=O)n(-c1ccc(Cl)cc1)c(=O)n2Cc1ccc(Cl)cc1
15	4	-15%	-9%	-10%	23%[12.7 µM]	?	3%	-27%	4%	CCOC(=O)c1sc(NC(=O)CCN2CCN(C)CC2)c(C(=O)OCC)c1C
16	-1	-2%	4%	-9%	8%[59 µM]	11%	30%	-9%	2%	COC(=O)c1ccccc1NC(=O)c1ccc(-c2ccc(Br)cc2)o1
17	-1	-14%	-11%	6%	20%[59 µM]	-2%	15%	-1%	0%	CCN(NC(=O)C(O)(c1ccc(F)cc1)c1ccc(F)cc1)C(=O)c1ccccc1
18	9	0%	0%	i	110%[activator]	24%	64%[activator]	42%[activator]	0%	Nc1nc(Br)c2c(F)cccc2c1-c1ccc(F)cc1
19	2	1%	-3%	-2%	71µM*	-8%	29%	-8%	4%	O=S(=O)(c1ccc(Br)cc1)N1CCC(c2nc3ccccc3[nH]2)CC1
20	-2	nt	-5%	nt	0%[59 µM]	4%	34%	4%	4%	CCN(C(=O)c1ccc2c(=O)n3c(nc2c1)CCCCC3)c1cc(C)ccc1C
21	-8	5%	-12%	-4%	nt	0%	27%	-15%	5%	CNC(=S)N(Cc1cc2cc(OC)c(OC)cc2[nH]c1=O)C1CCCC1
22	-1	-7%	0%	1%	-1%[12.7 µM]	50µM*	35%	?	13%	C#CCOCCOCCOCCNc1nc(N2CCN(C(=O)[C@H]([C@@H](C)CC)n3cc([C@@H](N)Cc4ccc(O)cc4)nn3)CC2)nc(N2CCN(C(=O)[C@H]([C@@H](C)CC)n3cc([C@@H](N)Cc4ccc(O)cc4)nn3)CC2)n1
23	-2	-8%	1%	-8%	-4%	-10%	26%	-3%	0%	CCCCNS(=O)(=O)c1ccc(NC(=O)Cc2ccc(OC)cc2)cc1
24	1	-11%	4%	-6%	1%[59 µM]	1%	25%	3%	6%	CCc1ccc(NC(=O)Cn2c(=O)n(-c3cc(OC)c(OC)c(OC)c3)c(=O)c3ccccc32)cc1

Entries of single compounds from above. Order of values: PI4K2A inh | POLH inh | Pin1 inhibitor | PGK inhibitor | G9a block | BAZ2B inh | HP1b binding inh | JMJD2A Tudor | GLS inh
`Cc1ccc(S(=O)(=O)N2CCOCC2)cc1NC(=O)CNC1CCCC1` across the screens: 4 | -10% | -3% | 5% | nt | -23% | -25% | 5µM* | 3%
`CCCCNS(=O)(=O)c1ccc(NC(=O)Cc2ccc(OC)cc2)cc1` across the screens: -2 | -8% | 1% | -8% | -4% | -10% | 26% | -3% | 0%
`CNC(=S)N(Cc1cc2cc(OC)c(OC)cc2[nH]c1=O)C1CCCC1` across the screens: -8 | 5% | -12% | -4% | nt | 0% | 27% | -15% | 5%

The results go on.
#	PI4K2A inh	POLH inh	Pin1 inhibitor	PGK inhibitor	G9a block	BAZ2B inh	HP1b binding inh	JMJD2A Tudor	GLS inh	smiles
25	1	-8%	1%	-1%	nt	nt	22%[57 µM]	-7%	-29%	COC(=O)c1sc(S(=O)(=O)N2CCN(c3ccccc3F)CC2)c(C(=O)OC)c1C
26	1	-5%	14%	4%	-19%	?	19%	-14%	11%	COc1ccccc1OCc1ccc(C(=O)N2CCN3CCCC3C2)cc1 (centres undefined)
27	7	-19%	-11%	8%	20%	-18%	37%	2%	1%	Cc1cccc(C)c1NC(=S)N/N=C/c1ccc(C(=O)O)cc1
28	-1	0%	4%	-5%	21%[12.7 µM]	2%	31%	-12%	3%	CCOP(=O)(OCC)C(C)(C)NC(=O)Nc1ccc(Cl)c(Cl)c1
29	5	-10%	-1%	-7%	6%	-13%	43%[activator]	-2%	-7%	O=C(Nc1cccc(Br)c1)c1ccc2snnc2c1
30	1	-6%	-9%	-10%	15%[12.7 µM]	-8%	24%	4%	-3%	O=C(COc1cccnc1[N+](=O)[O-])N1CCc2ccccc2C1
31	-6	-9%	5%	-3%	-14%	1%	25%	2%	7%	Cc1ccnc(NC(=O)c2cc3cc(F)ccc3s2)c1
32	1	-6%	2%	i	73%[activator][59 µM]	-1%	17%	3%	-11%	O=C(NCC(=O)N(Cc1ccccc1)C(C(=O)NCC1CCCO1)c1ccccc1)c1cccs1 (centres undefined)
33	3	-9%	-1%	1%	-16%	-9%	62%[activator]	-9%	21%	CCC(=O)c1c(NCCc2ccccc2)cc(C)oc1=O
34	0	-14%	17%	-1%	nt	-12%	6%	-22%	13%	COc1ccccc1/C=C1\SC(=S)N(CCC(=O)NNC(=O)c2ccccc2O)C1=O
35	-5	-16%	-2%	0%	0%[59 µM]	-10%	39%[activator]	3%	11%	COc1ccc(/C=N/Nc2nonc2N)cc1OC
36	2	-8%	1%	-7%	8%	-6%	0%	-19%	4%	CCOC(=O)[C@@H]1[C@H]2COc3ccccc3[C@@H]2N2C(=O)N(c3cccc(Cl)c3)C(=O)[C@@]12C
37	-2	?	-1%	-1%	nt	2%	14%	-10%	2%	COc1ccc(C(=O)Nc2ccc(S(=O)(=O)N3CCCC3)cc2)cc1[N+](=O)[O-]
38	-5	-15%	-3%	-4%	3%	1%	27%	-2%	-1%	Cc1ccc(S(=O)(=O)N2CCN(C(=O)CC(C)C)CC2)cc1
39	2	-23%	-3%	0%	-1%	-14%	59%[activator]	-14%	-1%	C=CCN1C(=O)c2ccccc2C1(O)Cc1ccccc1 (centres undefined)
40	-4	-3%	0%	6%	?	18%	34%[activator]	-9%	6%	O=C(COc1ccccc1)OCC(=O)c1ccc(S(=O)(=O)N2CCCCC2)cc1
41	0	-19%	?	-1%	50µM*	?	-17%	?	24%	O=S(=O)(Nc1nc2ccccc2nc1N1CCN(c2ccccc2)CC1)c1ccc(F)cc1
42	-12	?	2%	0%	0%[59 µM]	-16%	-19%	22µM*	-1%	COc1ccc(NC(=O)Cn2nnc(C(=O)NCc3cccs3)c2N)c(OC)c1
43	1	-11%	0%	i	?	-19%	-2%[57 µM]	-28%	-9%	Nc1c(C(=O)N2CCOCC2)oc2ccccc12
